# TLR4 MyD88 comp – TLR4-MyD88 interaction inhibition in cells | AID 861 | inhibition, % at 8.4 µM | actives 0.18% (n = 200,000) | O00206+Q99836 | HeLa CL3-4 TLR4/MyD88 BLA complementation, FRET ratio; in the data active means inhibition above about 25%;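 further: 0% = vehicle and 100% = reference inhibitor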
# Diaphorase act – diaphorase activation or chemical reduction counter-screen; activation factor at 20 µM; Diaphorase/resazurin coupled assay, resorufin fluorescence, 16 min; stronger effect = higher value; 1 = vehicle wells, 0 = NADH-free wells; actives 0.005% (n = 190,000); AID 1229;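 active means diaphorase activity raised at least twofold by the compound at 20 µM; inactive means activation factor below 2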
#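 Material: purified diaphorase enzyme from Clostridium kluyveri; Also added: 0.114 mM NADH and 0.1 mM resazurin, final amounts; Doses: single compound dose of 20 µM, 1% DMSO final; Times: 16 min enzyme reaction, ambient temperature; Detection: resorufin fluorescence, excitation 544 nm, emission 590 nm; Measure: increased resorufin signal from activators or reducing compounds.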
# DTT redox prof – compounds producing H2O2 with reducing agent – biochemical, NIH compound library profiling, artefact control for MLSCN library redox annotation, primary screen; DTT-dependent redox cycling H2O2, phenol red/HRP absorbance; 100% = 100 µM peroxide control, 0% = buffer; activation, % at 10 µM; actives 0.03% (n = 200,000); AID 878;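 active means activation of at least 50% relative to the plate's high and low controls in the primary single-dose screen; inactive means activation below 50%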;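 further: compound incubated with DTT at 0.8 mM final as the reducing agent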
# Diaphorase inh – inhibits diaphorase or chemically oxidizes, flagging diaphorase assay artifacts; diaphorase resazurin-to-resorufin fluorescence, NADH, 16 min; bacterial (C. kluyveri) enzyme, not human; inhibition, % at 20 µM; actives 0.69% (n = 190,000);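 active means primary screen inhibition at 20 µM above a set limit, cut at about 50% in these data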;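 further: plate controls were DMSO with full reaction for no effect and wells lacking NADH for full effect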
#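 Assay system – diaphorase enzyme from Clostridium kluyveri · Amount – diaphorase 0.14 U/mL (working solution) · Times – reaction incubation of 16 min at room temperature · Controls – No-NADH positive control and DMSO neutral control · Signal – resorufin fluorescence 544/590 nm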
# PMI activator – phosphomannose isomerase (human) activation. purified human PMI, coupled resazurin fluorescence, 20 min; stronger effect = higher value; 1 = vehicle control, 0 substrate-free wells. activation factor at 20 µM. actives 0.005% (n = 190,000). AID 1214;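 active means activation factor of 2 or more at 20 µM, relative to plate controls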
# Target sequence (P34949 whole entry, looked up): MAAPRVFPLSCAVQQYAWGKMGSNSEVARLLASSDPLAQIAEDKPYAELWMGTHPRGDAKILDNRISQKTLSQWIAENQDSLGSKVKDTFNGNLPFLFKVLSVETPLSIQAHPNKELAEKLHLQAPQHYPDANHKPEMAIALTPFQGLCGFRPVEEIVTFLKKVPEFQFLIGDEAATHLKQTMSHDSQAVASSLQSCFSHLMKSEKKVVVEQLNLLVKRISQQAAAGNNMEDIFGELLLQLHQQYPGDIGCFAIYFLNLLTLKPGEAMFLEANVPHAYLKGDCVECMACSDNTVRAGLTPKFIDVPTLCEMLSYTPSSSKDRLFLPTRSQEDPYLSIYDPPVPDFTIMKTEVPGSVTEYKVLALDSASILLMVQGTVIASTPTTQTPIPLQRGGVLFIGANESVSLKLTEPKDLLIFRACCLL
# PMI act hi M6P – PMI (human) activation, high substrate. AID 1216. coupled PMI enzyme assay, resazurin fluorescence, 20 min; stronger effect = higher value; 1 = untreated enzyme, 0 = substrate-free blank. P34949. actives 0.34% (n = 190,000). activation factor at 20 µM;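 active means activation factor of 2 or more at 20 µM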
#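 Test system: human phosphomannose isomerase with PGI, G6PDH, diaphorase coupling enzymes; amount: 15 ng/mL PMI; incubation: enzyme reaction with compound 20 min at room temperature; technique: resorufin fluorescence (Ex 544/Em 590 nm) from resazurin via diaphorase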
# G6PDH CS – inhibits Leuconostoc G6PDH, flagging false hits in G6PDH-based assays; Purified L. mesenteroides G6PDH, diaphorase/resazurin coupled fluorescence, 45 min; inhibition, % at 5 µM; actives 0.12% (n = 200,000)
# Hsp70 act – switches on Hsp70 transcription; HeLa Hsp70 promoter luciferase reporter, luminescence; scaled: vehicle 0, proteasome-inhibitor control 100%; activation, % at 10 µM; actives 0.04% (n = 200,000); AID 1203;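 active means activation above the mean across all tested compounds plus 3 SD, cutoff set per campaign, cut at about 5.5% in these data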;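 further: 100% = MG132 at 30 µM as the positive control and 0% = DMSO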
# S1P3 antag – blocks the human S1P3 receptor; Q99500; AID 485; CHO S1P3 NFAT-BLA reporter, FRET fluorescence, antagonist mode; actives 0.27% (n = 170,000); inhibition, % at 4.98 µM;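 active means inhibition above the plate cutoff, the mean inhibition of test wells on that plate plus 3 SD, cut at about 28% in these data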;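 further: cells challenged with S1P at its EC80 of 0.8 µM; blue over green emission ratio from cleaved BLA substrate after 4 h stimulation; 0% = S1P-stimulated wells and 100% = unstimulated DMSO-only wells; some compounds past the cut are filed as inactive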
# Target sequence (Q99500 whole entry, looked up): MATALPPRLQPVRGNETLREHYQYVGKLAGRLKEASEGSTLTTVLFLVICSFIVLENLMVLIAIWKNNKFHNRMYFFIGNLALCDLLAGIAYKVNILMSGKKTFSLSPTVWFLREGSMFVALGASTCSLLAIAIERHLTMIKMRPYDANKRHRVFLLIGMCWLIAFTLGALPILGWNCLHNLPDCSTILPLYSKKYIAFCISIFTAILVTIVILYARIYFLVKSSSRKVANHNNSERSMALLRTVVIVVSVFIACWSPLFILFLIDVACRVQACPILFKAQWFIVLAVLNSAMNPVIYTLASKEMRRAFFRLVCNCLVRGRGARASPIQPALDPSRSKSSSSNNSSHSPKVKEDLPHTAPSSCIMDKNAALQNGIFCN
# RAM inhibit – yeast RAM network inhibition. S. cerevisiae dse1pr::URA3 reporter, 5-FOA growth OD615, 2 d; analog-sensitive cbk1-as2 kinase mutant strain. inhibition, % at 50 µM. actives 1.8% (n = 190,000). AID 868;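 active means inhibition above a set limit, 3 SD over mean compound inhibition, cut at about 8.4% in these data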;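 further: 0% = DMSO-only wells with no growth and 100% = 10 µM 1-NA-PP1 full growth; inhibition rescues growth on 5-FOA so higher OD means more RAM inhibition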
# L major viab – reduces viability of Leishmania major promastigotes; resazurin fluorescence viability; inhibition, % at 10 µM; actives 9% (n = 200,000); AID 1063;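 further: promastigotes grown with compound for 44 hours at 28 °C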
# Numbers without * were called inactive; / = not tested or not shown. Unless noted, no stated cut-off is given here; in the data, active means inhibition above about 50%; inactive means the rest.
item	SMILES	TLR4 MyD88 comp	Diaphorase act	DTT redox prof	Diaphorase inh	PMI activator	PMI act hi M6P	G6PDH CS	Hsp70 act	S1P3 antag	RAM inhibit	L major viab
1	Cn1c(=NCC(O)COc2ccccc2)sc2ccccc21 (stereo unspecified)	-7	0.9	-0.1	7	1	1	13	-0.1	/	0.5	14
2	O=C(NCC(=O)N(c1ccccc1)C(C(=O)NC1CCCC1)c1cccnc1)c1ccco1 (stereo unspecified)	-2	1	2.4	1	1.1	1	-2	-0.4	/	2.8	-4
3	CC1(C)Cc2c(cnn2-c2ccccc2)C(=O)/C1=N\NC(=O)c1ccccc1	15	0.8	-0.2	23	0.9	0.9	0	0.0	/	5.7	-8
4	Cc1ccc(/C=C(\NC(=O)c2ccc(C)cc2)C(=O)NCCCn2ccnc2)cc1	4	1	0.1	-2	1.1	1	-4	-0.2	-19	0.8	-5
5	COC(=O)C1=C(C)N(c2ccc(C)c(C)c2)/C(=C/c2ccco2)C1=O	1	0.9	-0.7	6	1.2	1.1	4	-0.1	-13	1.7	61*
6	CCCCN(CC)C(=O)c1ccc2c(c1)OCO2	-2	1	0.1	-1	1	1	3	-0.5	-7	-0.7	28
7	CS(=O)(=O)N(Cc1ccccc1)c1ccc(C(=O)N2CCOCC2)cc1	17	0.9	0.7	12	0.8	0.9	4	0.1	-10	2.0	-6
8	Cc1nc(N2CCN(c3ccccc3)CC2)nc2c1C(=O)CCC2	3	1	2.1	1	0.9	1	8	-0.3	3	0.8	3
9	Cc1ccc(Cl)cc1Nc1nc(-c2sc(NC(=O)c3cccc(Cl)c3)nc2C)cs1	1	1	17	5	0.9	1.1	1	0.1	/	6.4	50
10	O=C(O)c1ccc(NC(=S)NC(=O)c2cccc(COc3ccccc3)c2)cc1	-9	0.6	-0.1	42	0.8	0.9	11	-0.3	0	6.4	-8
11	Cc1ccc(Sc2ncccc2C(=O)O)c(C)c1	-6	0.9	-0.6	5	1	1.1	8	-0.3	-5	-0.3	-1
12	Cc1cccc(C)c1NC(=O)NN1C(C)CCCC1C (stereo unspecified)	4	0.9	-0.2	14	1	1	3	0.2	-27	-0.4	1
13	Cc1cccc(Oc2ncc(-c3ccc(Cl)cc3)cn2)c1C	1	1	-3.5	-1	1	1	-2	-0.1	/	7.7	1
14	Nc1nc2c(s1)CCc1c-2cnn1-c1ccccc1	-11	0.3	-1.3	66*	0.1	0.4	62*	0.3	27	2.4	9
15	CCOc1ccc2ccccc2c1CNCCN1CCOCC1	3	0.9	-0.3	14	1	1	3	-0.4	-6	-0.3	-1
16	CCOC(=O)CCc1c(C)c2ccc(OCc3nn[nH]n3)cc2oc1=O	-8	0.9	-1.9	5	1.1	1.1	6	-0.4	-4	2.4	-7
17	COc1cc(Cl)cc(C2NC(=O)NC(C)=C2C(C)=O)c1OCC(=O)O (stereo unspecified)	-4	1	0.2	1	1	1	5	0.0	/	2.0	-6
18	Cc1ccc(Cl)cc1NC(=S)N(CCCN1CCOCC1)Cc1ccco1	2	0.9	-2.2	6	1	1.1	1	-0.3	20	-0.6	2
19	O=C(/C=C/c1ccccc1[N+](=O)[O-])N1CCN(c2ccc(F)cc2)CC1	-13	0.8	-0.1	16	0.9	0.9	6	-0.4	-3	0.0	2
20	CCOC(=O)N1CCC(N2C(=O)c3ccccc3C2Nc2ccc(C)cc2)CC1 (stereo unspecified)	3	0.7	0.1	30	0.9	0.9	1	-0.2	/	-0.1	11
21	NS(=O)(=O)c1ccc(NC(=O)CSc2ccccc2)cc1	-8	1.1	-0.9	-7	1	1	12	0.1	7	3.3	4
22	Cc1cccc(OCC(=O)Nc2cc(C)ccc2O)c1	-11	0.8	-5.8	16	0.9	0.9	4	0.4	-58	3.7	0
23	Cn1c(C(=O)Nc2ccccc2)cc2sccc21	1	0.9	0.3	8	1	1	1	0.1	/	1.6	0
24	Cc1ccc2nc(SC(C)C(=O)Nc3cccc([N+](=O)[O-])c3)[nH]c2c1 (stereo unspecified)	4	0.7	-0.3	33	0.8	0.8	2	-0.1	-5	0.6	56*
25	O=C(Cc1ccc(S(=O)(=O)N2CCCC2)s1)N1CCOCC1	6	0.9	0.2	10	1	1.1	0	0.0	-7	-0.1	-3
26	Cn1c(SCC(=O)N2CCOCC2)nnc1-c1ccccc1	-8	1	-0.7	3	0.9	0.9	-6	-0.1	6	0.5	-7
27	Cn1c(=O)c2c(nc3sccn32)n(C)c1=O	-5	1	2.7	4	1	1	6	-0.3	/	1.5	7
28	COc1cc(SC)ccc1C(=O)N1CCN(c2ccccc2F)CC1	-6	1	-0.9	3	1	1	10	-0.2	-3	0.5	5
29	S=c1[nH]nc(Cc2ccccc2)n1Cc1ccco1	11	0.8	4.9	17	0.9	1	-4	-0.2	-21	4.7	2
30	COC(=O)NC(=S)N1CCOCC1	-12	1	-0.2	3	1	1	4	-0.3	1	1.3	-10

# (listing goes on)
item	SMILES	TLR4 MyD88 comp	Diaphorase act	DTT redox prof	Diaphorase inh	PMI activator	PMI act hi M6P	G6PDH CS	Hsp70 act	S1P3 antag	RAM inhibit	L major viab
31	O=C(NCc1ccccn1)NC12CC3CC(CC(C3)C1)C2	2	0.9	0.4	13	0.9	0.9	7	-0.1	3	1.5	1
32	CCOc1ccc(NC(=O)COC(=O)CCCc2c[nH]c3ccccc23)cc1	5	1.1	-8.4	-7	1.1	1.1	11	-0.3	/	0.7	-8
33	Cc1[nH]n(-c2ccc(Cl)cc2)c(=O)c1/C=N/c1nnc(-c2ccccc2)s1	-6	0.7	-0.1	26	1.2	1.5	-3	-0.1	3	2.3	-1
34	COc1ccc(NC(=O)c2sccc2SCc2cccc(C(F)(F)F)c2)cc1	-8	0.8	-3.5	16	0.8	0.9	-16	0.2	/	16*	100*
35	CC(C)N(CC(N)=O)C(=O)c1sc2cc(F)ccc2c1Cl	8	1	-0.8	1	1	1	4	-0.5	-5	-0.4	-1
36	COC(=O)c1ccc(NC(=O)CSc2nccn2CCc2ccccc2)cc1	-12	0.9	0.0	8	1	1.1	12	-0.4	/	1.3	36
37	Cc1ccc(S(=O)(=O)C2(C(=O)Nc3ccc(Br)cc3)CC2)cc1	-2	0.8	-0.3	20	0.9	0.9	4	-0.1	-4	1.4	3
38	COc1cccc(Nc2nnc(SCn3nnc4ccccc4c3=O)s2)c1	2	0.7	1.8	25	0.9	0.9	-3	-0.5	6	5.0	-6
39	COC(=O)CSc1nsc(SCC(=O)OC)n1	-1	1	-1.2	0	1	1	-3	-0.2	-2	0.8	-5
40	CC(=O)OCn1nnc2ccccc2c1=O	5	0.9	0.8	7	0.9	0.9	15	-0.3	14	0.5	-6
41	CCN(CC)C(=O)CN(c1cc2c(cc1OC)oc1ccccc12)S(=O)(=O)c1ccc(C)cc1	-4	0.8	-1.6	20	0.8	0.8	5	-0.3	/	5.7	69*
42	O=S(N1CCCCC1)C12CC3CC(CC(C3)C1)C2 (stereo unspecified)	4	1.2	-0.5	-18	1.3	1.2	7	-0.4	-2	1.3	-2
43	CCOc1ccc(C=NC23CN4CN(CN(C4)C2)C3)cc1	3	0.9	1.1	10	1.1	1	13	0.2	-14	-0.3	-7
44	CC1=CC2=NC(=O)/C(=C\c3ccc(-c4cccc(Cl)c4)o3)C(=N)N2O1	0	0.8	-0.2	18	0.8	0.9	-18	-0.5	-3	5.1	58*
45	Cc1cccc(-c2nc(CS(=O)CC(=O)NCc3cccs3)c(C)o2)c1 (stereo unspecified)	1	1.1	-1.2	-7	1.1	1.1	6	-0.4	/	0.5	-4
46	O=C(COC(=O)CCC(=O)c1ccc(Cl)cc1)NCc1ccco1	-7	1	-3.2	-4	1.2	1.1	5	0.1	-13	1.0	-7
47	CCCN1CCC(NC(=S)Nc2ccc(OC)c(OC)c2)CC1	-4	1	0.6	4	1	1	-3	-0.1	-3	0.4	6

# Reformatted as labelled records: two of the compounds above.
46	O=C(COC(=O)CCC(=O)c1ccc(Cl)cc1)NCc1ccco1
  TLR4 MyD88 comp: -7
  Diaphorase act: 1
  DTT redox prof: -3.2
  Diaphorase inh: -4
  PMI activator: 1.2
  PMI act hi M6P: 1.1
  G6PDH CS: 5
  Hsp70 act: 0.1
  S1P3 antag: -13
  RAM inhibit: 1.0
  L major viab: -7
44	CC1=CC2=NC(=O)/C(=C\c3ccc(-c4cccc(Cl)c4)o3)C(=N)N2O1
  TLR4 MyD88 comp: 0
  Diaphorase act: 0.8
  DTT redox prof: -0.2
  Diaphorase inh: 18
  PMI activator: 0.8
  PMI act hi M6P: 0.9
  G6PDH CS: -18
  Hsp70 act: -0.5
  S1P3 antag: -3
  RAM inhibit: 5.1
  L major viab: 58*

# Reprinted at random: 2 compounds from above
item	SMILES	TLR4 MyD88 comp	Diaphorase act	DTT redox prof	Diaphorase inh	PMI activator	PMI act hi M6P	G6PDH CS	Hsp70 act	S1P3 antag	RAM inhibit	L major viab
45	Cc1cccc(-c2nc(CS(=O)CC(=O)NCc3cccs3)c(C)o2)c1 (stereo unspecified)	1	1.1	-1.2	-7	1.1	1.1	6	-0.4	/	0.5	-4
35	CC(C)N(CC(N)=O)C(=O)c1sc2cc(F)ccc2c1Cl	8	1	-0.8	1	1	1	4	-0.5	-5	-0.4	-1

# Ordered by length of the SMILES (descending): some entries from above
item	SMILES	TLR4 MyD88 comp	Diaphorase act	DTT redox prof	Diaphorase inh	PMI activator	PMI act hi M6P	G6PDH CS	Hsp70 act	S1P3 antag	RAM inhibit	L major viab
44	CC1=CC2=NC(=O)/C(=C\c3ccc(-c4cccc(Cl)c4)o3)C(=N)N2O1	0	0.8	-0.2	18	0.8	0.9	-18	-0.5	-3	5.1	58*
45	Cc1cccc(-c2nc(CS(=O)CC(=O)NCc3cccs3)c(C)o2)c1 (stereo unspecified)	1	1.1	-1.2	-7	1.1	1.1	6	-0.4	/	0.5	-4
47	CCCN1CCC(NC(=S)Nc2ccc(OC)c(OC)c2)CC1	-4	1	0.6	4	1	1	-3	-0.1	-3	0.4	6

# Screens (PubChem BioAssay)
